HT1080 IDH1KD tx: HT-1080 IDH1 knockdown cell toxicity (counter line) | HT-1080 IDH1 knockdown viability, ATP luminescence, 48 h | Potency, µM (doses to about 46.1 µM), without a hit: at the top dose activity, negative = toxicity, hits mostly cytotoxic | 2% of 360,000 active | AID 686971;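 further: potency means the concentration at half of the fitted maximal effect; 0% = DMSO wells and -100% = cell-free medium wells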
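Knockdown cells (IDH1KD HT-1080) received compounds 2 h after plating at 750 cells/well and were kept 48 h at 37 °C in 5% FBS RPMI. A CellTiter-Glo luminescence read gave % activity for curve fitting.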
S2 tox: reduces viability in counter-screen for ATXN expression inhibitors | S2 cells (HEK-293 line with an ATXN2-luciferase reporter) viability, CellTiter-Fluor protease fluorescence, 24 h | Potency, µM (series often up to 56.7 µM), hits mostly cytotoxic | 0.49% of 400,000 active | AID 651635; further: potency means the concentration at half of the fitted maximal effect; nearly all actives have a fitted effect of over 40% in size
MCF10A rerep: induces DNA re-replication in MCF 10a normal breast cells; MCF 10A DNA re-replication, Hoechst nuclear intensity, 48 h; Potency, µM (series often up to 46.1 µM), for inactives: at the top dose activity, positive = re-replication, actives largely listed as activators; 2.9% of 350,000 active; AID 624296; further: potency means the concentration at half of the fitted maximal effect; % of control where 0% means no effect; nearly all actives have a fitted effect of over 50% in size
ATXN2 expr inh: inhibitors of ATXN2 expression; HEK-293 ATXN2-luciferase reporter, luminescence, 24 h; Potency, µM (doses to about 57 µM), for inactives: at the highest dose activity change, negative = inhibition, usual class: inhibitors; 0.72% of 360,000 active; further: potency means the concentration at half of the fitted maximal effect; on the % scale 0 is the no-effect control and ±100 the full control effect; nearly all actives have a fitted effect of over 55% in size
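qHTS (up to 57 uM final) was run with 24 h compound exposure of reporter cells at 37 °C. Each well was multiplexed: SteadyGlo luminescence measured ATXN2-luciferase expression after a fluorogenic Gly-Phe-AFC viability readout (25 uM final).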
HT1080-NT tox: kills 2HG-producing HT-1080-NT fibrosarcoma cells; HT-1080-NT fibrosarcoma viability, CellTiter-Glo ATP luminescence, 48 h; 1.6% of 360,000 active; AID 686970; Potency, µM (doses to about 46.1 µM), inactives show top-dose activity, negative = less viability, actives largely listed as cytotoxic;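 further: NT is the 2HG producing partner of a matched IDH1 knockdown line; potency means the concentration at half of the fitted maximal effect; 0% = DMSO-treated cells and -100% = media-only wells without cells; nearly all actives have a fitted effect of over 55% in size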
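Viability of the 2HG-overproducing fibrosarcoma line after 48 hours of compound exposure at 37 degrees C was determined by luminescence with CellTiter-Glo, and concentration-effect curves were then fitted and categorized.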
KB-3-1 cytotox: KB-3-1 parental cell cytotoxicity; KB-3-1 viability, CellTiter-Glo ATP luminescence, 72 h; Potency, µM (titrated, usually from 46.1 µM), without a hit: at the top dose activity change, negative = cytotoxic, actives largely listed as cytotoxic; 1.4% of 400,000 active; AID 1347075; further: potency means the concentration at half of the fitted maximal effect; on the % scale 0 is the no-effect control and ±100 the full control effect; nearly all actives have a fitted effect of over 60% in size
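Cells are dispensed, compounds pinned in, plates held at 37 °C for 72 h, then CellTiter-Glo is added and luminescence read after 10 minutes. Cell line: parental KB-3-1 in phenol-red-free DMEM, 10% FBS.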
IL-1B inflam inh: blocks inflammasome-driven IL-1 beta release | THP-1 LPS/ATP IL-1B secretion, AlphaLISA, 16 h; stronger effect = lower value | activity change, % at 57.5 µM | 4.7% of 360,000 active; in the data active means activity change below about -50%; inconclusive means mostly about -30% to -49%; further: on the % scale 0 is the no-effect control and ±100 the full control effect
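Secreted IL-1B measured by AlphaLISA bead assay after 16 h compound exposure of THP-1 cells; compounds (final up to 57.5 uM) added 1 h before LPS (250 ng/mL) and ATP (1.25 mM) stimulation; lower signal means less secretion.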
SW480 rerep: induces DNA re-replication in SW480 colon adenocarcinoma cells; SW480 DNA re-replication, Hoechst DNA content imaging, 48 h; Potency, µM (titrated, usually from 46.1 µM), for inactives: at the top dose re-replication activation, hits mostly activators; 1.8% of 340,000 active; further: potency means the concentration at half of the fitted maximal effect; % of control where 0% means no effect; nearly all actives have a fitted effect of over 55% in size
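Readout is total intensity of Hoechst-stained nuclei, excited at 405 nm and collected at 500-530 nm. Compound treatment lasted 48 hr at 37 C in 5% CO2 before staining.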
HepG2 viability: counter-screen for TGF-b inhibitors: cytotoxicity in HepG2 cells; AID 588856; Potency, µM (doses to about 46.1 µM), inactives show top-dose activity change, negative = cytotoxicity, hits mostly cytotoxic; 0.76% of 410,000 active; HepG2 CAGA-GFP viability, ATP luminescence, 18 h; further: potency means the concentration at half of the fitted maximal effect; some results filed as inactive show a strong effect at the top dose
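HepG2 CAGA-GFP cells (1000/well, DMEM with 1% FBS) received compound, then TGF-beta at 500 pg/mL final, and were incubated 18 hours at 37 degrees C. Viability was read by CellTiter-Glo luminescence. Media-only wells were set as complete cell-killing and DMSO as no toxicity.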
Active calls of the source: *; i = inactive; ? = inconclusive; · = not tested or not shown; & = joins results of further samples; [ ] = dose if it differs, or a comment. Unless noted, the call rests on the fitted dose curve; in most records, active means well fitted curve in the direction sought with a large enough effect; inconclusive means small, poorly fitted or top-dose-only effect, or another doubt; inactive means no such curve, though single readings can be large; an effect the other way counts as inactive or inconclusive.

SMILES | HT1080 IDH1KD tx | S2 tox | MCF10A rerep | ATXN2 expr inh | HT1080-NT tox | KB-3-1 cytotox | IL-1B inflam inh | SW480 rerep | HepG2 viability
Cc1nc2sc3c(c2c(=O)[nH]1)CCC3 | 8% | i | 10% | -10% | 7% | 24% | 13 | -5% | 13%
O=C(CSc1ccc2nnc(-c3ccc(F)cc3)n2n1)NCC1CCCO1 (stereo not given) | 9% | i | -19% | -10% | 0% | 0% | -12 | -3% | 4%
COc1ccc(N2CCN(C(c3cc(OC)ccc3OC)c3nnnn3Cc3ccco3)CC2)cc1 (stereo not given) | -4% | i | ? | -10% | -8% | -14% | -2 | 1% | -17%
CC(C)(C)c1ccc(OCC(=O)N2CCN(c3ncccn3)CC2)cc1 | -7% | i | -2% | 2% | 17% | -1% | -1 | 2% | -18%
Cc1ccc(Cc2c(-c3cccc(Cl)c3)nc3ccc(C)cn23)cc1 | ? | ? | · | -36% | ? | 0% | -8 | · | -10%
CCCCC(=O)Nc1ccc2c(c1)nc(CCN1CCN(C)CC1)n2C | 0% | i | 23% | -4% | 0% | 9% | 25 | -9% | 19%
COc1ccc(C(=O)CSc2nnc(CC(=O)Nc3ccccc3OC)n2C)cc1 | -1% | i | -3% | -5% | -4% | -8% | 7 | -8% | -2%
COc1ccc(C(=O)/C=C/Nc2ccc(S(=O)(=O)Nc3cc(OC)nc(OC)n3)cc2)c(OC)c1 | -5% | · | ? | -3% | -4% | 2% | -16 | -1% | -1%
O=C(CCCSCCCC(=O)NN=Cc1ccccc1)NN=Cc1ccccc1 | -2% | i | 13% | -20% | -8% | 7% | -3 | -7% | -20%
Cc1ccccc1C(=O)NNC(=O)C(=O)Nc1cccc(Cl)c1C | ? | i | 0% | 4% | -11% | 0% | -1 | ? | -12%
COC(=O)c1ccc(OC(=O)C23CCC(C)(C(=O)O2)C3(C)C)cc1 (stereo not given) | 10% | i | -2% | · | 0% | -7% | 34 | -17% | -5%
CCn1c(SCC(=O)NC2=NCCS2)nnc1C(C)NC(=O)c1ccccc1Br (stereo not given) | 4% | i | -6% | 0% | 15% | 10% | -3 | 8% | 2%
Cc1nc2ccc(NC(=O)C3CCCCC3)cc2s1 | -2% | i | -6% | · | -2% | 3% | 16 | -5% | -22%
CCOC(=O)c1nnn2c1nc(SCC(C)=O)c1ccccc12 | 4% | i | 2% | 10% | -1% | 16% | 6 | -1% | 5%
Cc1ccc(CC(=O)Nc2ccc(C(=O)N3CCOCC3)cc2)cc1 | 16% | i | -14% | 2% | 13% | 3% | i | -34%[inhibitor] | -3%
COc1cc(C(=O)NCC(c2ccccc2)N(C)C)ccc1OCc1c(C)noc1C (stereo not given) | ? | i | 13% | 1% | -20% | ? | 5 | 12% | -12%
CC(C)C(=O)Nc1ccc2c3c(cccc13)CC2 | -11% | i | -2% | -1% | -4% | -9% | 7 | -130%[inhibitor] | -2%
CCCCCC1CC(=O)N(Cc2ccc(Cl)cc2)C(=O)N1 (stereo not given) | -9% | i | -6% | -7% | -14% | -11% | -3 | -3% | -19%
CCCCN(CC)CCNC(=O)CN1C(=O)COc2ccc(S(=O)(=O)N3CCCC3)cc21 | 6% | i | 8% | 3%&3% | 16% | 3%&11% | -5 | 7% | 0%&2%
CS(=O)(=O)c1ccccc1-c1nc(-c2cc(C(F)(F)F)cc(C(F)(F)F)c2)no1 | 3% | i | 3% | 1% | 4% | 7% | 8 | -2% | 3%
O=C(O)CSc1nnc(-c2ccncc2)n1Cc1ccccc1 | 23% | i | -8% | 4% | 22% | 27% | -8 | -4% | 0%
O=C(NNC(=O)c1ccc(Br)s1)c1cccc(Cl)c1 | -14% | i | 2% | · | 0% | -5% | -16 | 4% | -23%
Cc1ncc(/C=C2\C(=O)Nc3ccccc32)[nH]1 | ? | i | -5% | 5% | 14% | -6% | -4 | -3% | -17%
COc1ccccc1C(=O)OCC(=O)Nc1ccc(OC(F)F)cc1 | 13% | i | 7% | 2% | 7% | -5% | -3 | 1% | 3%
COC(=O)c1cc(C)ccc1/C=C1/Cc2c(C)cc(C)cc2C1=O | -21% | i | 3% | -20% | 5% | 6% | -7 | 27% | -15%
O=C(Nc1ccc(Nc2ccccc2)cc1)c1ccc(Cl)c([N+](=O)[O-])c1 | ? | ? | 25% | · | -26% | 9% | -11 | -1% | -56%
CCC1=Nc2cc(C(=O)NCCN3CCCC3)ccc2Sc2ccccc21 | 3% | i | ? | · | 4% | -2% | -1 | 0% | -26%
Cc1ccc(Nc2nc(N)nc(N)c2S(=O)(=O)c2ccccc2)cc1 | · | ? | · | -7% | · | ? | · | · | -1%
COC(=O)/C=C1/SC(=NC(=O)c2ccc(OC)cc2)NC1=O | 9% | ? | -4% | · | 3% | -6% | 1 | -10% | 0%
COc1ccc(S(=O)(=O)N(C)CC(=O)NCCCn2ccnc2)cc1Cl | -1% | i | 12% | -6% | ? | -6% | 28 | 1% | 7%

Some entries already given, limited to MCF10A rerep, ATXN2 expr inh and HT1080-NT tox.
| SMILES | MCF10A rerep | ATXN2 expr inh | HT1080-NT tox |
| --- | --- | --- | --- |
| COc1ccccc1C(=O)OCC(=O)Nc1ccc(OC(F)F)cc1 | 7% | 2% | 7% |
| COC(=O)c1cc(C)ccc1/C=C1/Cc2c(C)cc(C)cc2C1=O | 3% | -20% | 5% |
| O=C(Nc1ccc(Nc2ccccc2)cc1)c1ccc(Cl)c([N+](=O)[O-])c1 | 25% | · | -26% |

Additional entries follow.
SMILES | HT1080 IDH1KD tx | S2 tox | MCF10A rerep | ATXN2 expr inh | HT1080-NT tox | KB-3-1 cytotox | IL-1B inflam inh | SW480 rerep | HepG2 viability
C[C@H]1[C@H](C)CC[C@]2(C(=O)O)CC[C@]3(C)C(=CC[C@@H]4[C@@]5(C)C[C@@H](O)[C@H](O)C(C)(C)[C@@H]5CC[C@]43C)[C@H]12 | -1% | ? | ? | 0% | 0% | 0% | 3 | -5% | -49%
CCCCC(=O)N/N=C/c1ccc(-c2ccc([N+](=O)[O-])cc2)o1 | -5% | · | 0% | -21% | -9% | 0% | -21 | 11% | -31%
CCOc1ccccc1C(=O)N/N=C/c1cccc2cccnc12 | ? | i | 1% | -24% | -29% | ? | 50 | ? | -8%
CCn1nc(C(=O)OCC(=O)NC(C)C)c2ccccc2c1=O | 20% | i | -1% | -20% | 11% | 0% | 10 | -11% | -7%
CC(C)N(CC#CCC(O)(c1ccccc1)C1CCCC1)CCO (stereo not given) | -1% | i | 8% | 6% | 2% | -18% | -18 | -22% | 1%
CC(C)N(C(=O)CN1C(=O)NC(c2ccccc2)(c2ccccc2)C1=O)C(C)C | 6% | i | -4% | 3% | 14% | 10% | -12 | 0% | 4%
CC1(C(=O)Nc2ccc(F)cc2F)CCN1C(=O)Cc1ccccc1Cl (stereo not given) | 1% | i | · | 0% | 16% | 0% | -10 | · | -10%
O=C(CNC(=O)c1cccs1)Nc1ccc(N2CCOCC2)cc1 | 6% | i | 3% | 21% | 4% | · | -6 | -4% | -4%
Cc1ccc(-c2nc(N)sc2-c2ccc(C)cc2)cc1 | ? | ? | 23µM* | ? | ? | ? | -25 | 3% | -27%
COC(=O)N1CCCCC1c1cc(C(=O)NCc2cccnc2)no1 (stereo not given) | 16% | i | · | 4% | 4% | 0% | 21 | · | 4%
Cc1[nH]c2ccccc2c1/C=N/Nc1nc(Nc2ccccc2)nc(N2CCOCC2)n1 | ? | i | ? | -18% | ? | ? | -80* | ? | -32%
CCOc1ccc(CNCCSc2nnnn2C)cc1OC | · | i | · | -1% | · | 5% | · | · | 2%
CCc1ccc(-c2nc(SCC(=O)N(CC)C3CCS(=O)(=O)C3)n[nH]2)cc1 (stereo not given) | -13% | i | 1% | 39%[activator] | 2% | -10% | -3 | -13% | -3%
O=C(NCc1nc2ccccc2[nH]1)C1=C[C@@H](c2ccc(Br)cc2)C[C@@H](OCCCCO)O1 | -20% | · | 5% | 0% | -19% | -3% | 5 | 1% | -38%
COc1ccc2oc(C(=O)OCC(=O)Nc3ccc(C)c(S(=O)(=O)N4CCOCC4)c3)c(C)c2c1 | 4% | i | · | · | -3% | 1% | -7 | · | -16%
Cc1cccc(NC(=O)N2CCCCCC2)c1 | 3% | i | -2% | 0% | 4% | 5% | -2 | 18% | 2%
COCCNC(=O)c1cc2c(=O)n(C)c3ccccc3c2n1C | 13% | i | 1% | 3% | 10% | 2% | -6 | 2% | -15%
COc1ccc(S(=O)(=O)N2CCSC2C)cc1C (stereo not given) | -9% | i | -3% | · | -7% | 1% | 3 | -9% | -14%
COc1cccc(C2CC(=O)Nc3c2c(=O)n(C)c2nc4ccccc4n32)c1OC (stereo not given) | · | i | · | 1% | · | 3% | · | · | 2%
O=C(CCCc1ccccc1)Nc1ccccn1 | 2% | i | 1% | 32% | 16% | -7% | -2 | 8% | 1%
O=C(NCCN1CCOCC1)C(=O)NCC1OCCCN1S(=O)(=O)c1ccc(F)cc1 (stereo not given) | 0% | i | 1% | 5% | -1% | 11% | 0 | -8% | 4%
CC1CCCC(NC(=O)CSc2cccc[n+]2[O-])C1C (stereo not given) | -3% | i | 5% | -7% | -7% | -9% | -25 | -7% | 3%
CCC(=O)c1ccc(OC)c(OC)c1O | 0% | i | 2% | · | -2% | 1% | ? | -5% | -3%
CCOC(=O)c1c(C)oc2ccc(N(C(=O)c3ccncc3)S(=O)(=O)c3ccc(Br)cc3)cc12 | · | ? | · | ? | · | 1% | · | · | 9%
